From PubChem
DT40 TDP1 no CPT: qHTS for Inhibitors of human tyrosyl-DNA phosphodiesterase 1 (TDP1): qHTS in cells in absence of CPT | Potency, µM (titrated, usually from 46.2 µM), without a hit: at the top dose activity change, negative = growth inhibition, actives largely listed as inhibitors | hit rate 15% among 420,000 | DT40 Tdp1-/- hTDP1 cells, no CPT, ATP luminescence, 48 h; further: nearly all actives have a fitted effect of over 55% in size
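Cells were dispensed at 400 per well, compounds added by pin tool, plates incubated ≥48 hr at 37 °C, then CellTiter-Glo added for 30 min at room temperature before luminescence reading. Line: DT40 Tdp1-/- complemented with hTDP1; camptothecin omitted.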
DT40 TDP1 CPT: growth inhibition of DT40 Tdp1-/-;hTDP1 cells with camptothecin (screen for TDP1 inhibitors); chicken DT40 Tdp1-/-;hTDP1 cells + 20 nM CPT, ATP luminescence, 48 h; Potency, µM (titrated, usually from 46.2 µM), for inactives: top-dose activity change, negative = growth inhibition, actives largely listed as inhibitors; hit rate 12% among 420,000; AID 686979; further: nearly all actives have a fitted effect of over 55% in size
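Cell growth measured by CellTiter-Glo luminescence after a minimum 48 h, 37 C compound exposure with 20 nM CPT in Tdp1-knockout DT40 cells stably expressing hTDP1, seeded 400/well; qHTS titration format.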
TDP1 block: inhibitors of human tyrosyl-DNA phosphodiesterase TDP1; Q9NUW8; recombinant TDP1, AlphaScreen DNA substrate cleavage; Potency, µM (doses to about 130 µM), without a hit: top-dose activity change, negative = inhibition, hits mostly inhibitors; hit rate 0.28% among 350,000; AID 485290; further: nearly all actives have a fitted effect of over 40% in size
Target sequence (Q9NUW8 whole entry, looked up): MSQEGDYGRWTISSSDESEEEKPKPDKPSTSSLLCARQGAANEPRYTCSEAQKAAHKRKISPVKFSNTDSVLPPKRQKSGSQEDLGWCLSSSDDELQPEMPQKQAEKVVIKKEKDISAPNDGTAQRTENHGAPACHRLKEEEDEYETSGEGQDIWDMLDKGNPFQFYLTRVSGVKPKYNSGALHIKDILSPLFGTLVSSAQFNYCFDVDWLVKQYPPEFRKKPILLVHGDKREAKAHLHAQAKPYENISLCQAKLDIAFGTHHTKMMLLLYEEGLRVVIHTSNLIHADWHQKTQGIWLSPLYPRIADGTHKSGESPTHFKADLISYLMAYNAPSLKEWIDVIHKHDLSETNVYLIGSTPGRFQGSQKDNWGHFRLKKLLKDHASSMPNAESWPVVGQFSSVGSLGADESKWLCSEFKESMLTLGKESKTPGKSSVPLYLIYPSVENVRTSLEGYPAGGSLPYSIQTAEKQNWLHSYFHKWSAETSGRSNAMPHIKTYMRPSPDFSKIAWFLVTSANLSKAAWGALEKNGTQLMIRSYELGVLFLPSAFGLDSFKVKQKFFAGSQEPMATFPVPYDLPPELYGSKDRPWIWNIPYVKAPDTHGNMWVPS
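E. coli-derived human Tdp1, 1 nM final. Cpd preinc 15 min RT; substrate 15 nM final, 5 min RT; AS bead mix 10 ug/ml final, 10 min RT. Signal loss = tyrosine-FITC cleavage. No-enzyme wells = max signal.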
* hit, by the source's call; ? = inconclusive; / = not tested or not shown; [ ] = remark or other dose. The call rests on the fitted dose curve; in most records, active means well fitted curve in the direction sought with a large enough effect; inconclusive means small, poorly fitted or top-dose-only effect, or another doubt; inactive means no such curve, though single readings can be large; an effect the other way counts as inactive or inconclusive. On the % scale 0 is the no-effect control and ±100 the full control effect; potency means the concentration at half of the fitted maximal effect.

SMILES	DT40 TDP1 no CPT	DT40 TDP1 CPT	TDP1 block
CCCN(CCC)CC(O)COc1ccc2c(c1)OCO2 (centres undefined)	12%	4%	-5%
COC(=O)c1c(N)[nH]c(C(=O)c2ccccc2)c1-c1ccc(Br)cc1	?	16µM*	/
COc1ccc2cc(C(=O)O)n(CC(=O)c3ccccc3)c2c1	12%	1%	/
COC(=O)C(N)Cc1ccc(O)c(O)c1 (centres undefined)	-10%	-16%	?
CCOC(=O)c1csc(-c2sccc2Br)n1	-17%	-8%	3%
CCCCN(CC)Cc1ccc(CNC(=S)Nc2ccc(C)cc2Cl)o1	18µM*	16µM*	2%
CC(C)COc1ccc(C(=O)N2CCN(CCc3ccccn3)CC2)cc1	-23%	-23%	3%
Cc1ccccc1-c1nnc(SCC(=O)c2c(N)n(C3CC3)c(=O)[nH]c2=O)o1	?	-27%	-8%
O=C(CSc1nnc(SCc2ccc(Cl)cc2)s1)N1CCOCC1	-16%	-3%	-7%
NC1=NC(=O)C2(COC(c3cccnc3)OC2)S1 (centres undefined)	-18%	-5%	0%
COc1ccccc1CNC(=O)C1CC2Cn3c(nc4ccccc43)C2N1C (centres undefined)	?	-15%	0%
CCc1nnc(NC(=O)CSc2nc(C)cs2)s1	-13%	?	/
Cc1ccc(N(C(=O)c2csnn2)C(C(=O)NC2CCCC2)c2cccnc2)c(C)c1 (centres undefined)	?	-21%	2%
COc1cccc(C(=O)NC(C)CCc2ccccc2)c1 (centres undefined)	-3%	-10%	/
O=C(NCC(=O)N(CCN1CCOCC1)C(C(=O)NC1CCCC1)c1cccnc1)c1cccs1 (centres undefined)	2%	-3%	-5%
OCC[C@@H]1C[C@H](O)[C@@H](O)[C@]2(OCc3ccc(CO)cc32)O1	4%	-3%	/
CN(CC(=O)Nc1ccc(Cl)c(C(F)(F)F)c1)C(=O)c1ccc2c(c1)OCCO2	?	-2%	-6%
CC1(Cc2ccc(F)cc2)C(=O)Nc2c(Cl)cccc21 (centres undefined)	-27%	-18%	/
Cn1nc(C(F)(F)F)c(-c2ccc(F)cc2)c1NC(=O)CSCC(=O)O	4%	8%	3%
Cc1cc(C)cc(NC(=S)NCCN(C2CCCCC2)C2CCCC2)c1	?	?	0%
CC(=O)NCCc1ccc(S(=O)(=O)N2CCOCC2)cc1	6%	3%	4%
COc1ccc2[nH]c3c(=S)nc[nH]c3c2c1	?	?	-3%
CCC1CCCCN1CCCNC(=O)c1cc2c(Cl)nc3ccc(C)cc3c2s1 (centres undefined)	4.6µM*	5.2µM*	4%
COCc1c(C(=O)NC2CCCCC2)cnn1-c1nccc(-c2ccccc2OC)n1	-2%	5%[9.04 µM]	/
NC(=S)Nc1cnc2ccccc2c1	-20%	7%	-1%
CCOc1ccccc1NC(=O)c1ccc(Cl)c(NC(=O)CC(c2ccccc2)c2ccccc2)c1	?	18µM*	3%
COc1ccc(CC(=O)OCC(=O)NCCNC(=O)COC(=O)Cc2ccc(OC)cc2)cc1	-14%	11%	-15%
CCCCC1SC(N)=NC1=O (centres undefined)	-8%	5%	/
CCN(CC)Cc1cc2ccccc2c2c1COC2	-16%	-14%	6%
O=C(c1cc2ccccc2oc1=O)N(Cc1ccco1)Cc1cccs1	?	21µM*	7%

2 compounds drawn at random from the list so far, as already listed:
SMILES	DT40 TDP1 no CPT	DT40 TDP1 CPT	TDP1 block
Cc1ccccc1-c1nnc(SCC(=O)c2c(N)n(C3CC3)c(=O)[nH]c2=O)o1	?	-27%	-8%
CC(=O)NCCc1ccc(S(=O)(=O)N2CCOCC2)cc1	6%	3%	4%

(more compounds)
SMILES	DT40 TDP1 no CPT	DT40 TDP1 CPT	TDP1 block
CC(C)c1ccc(NC(=O)CCNC(=O)Cn2ccc3ccccc3c2=O)cc1	-24%	-2%	-20%
Cc1[nH]n(CCC#N)c(=O)c1CC(=O)N1CCN(c2ccccc2)CC1	-9%	-6%	1%
CCCCN(C)/C=N/c1c(C#N)cnn1-c1ccc(C)cc1	-28%	-20%	-8%
CC1CCc2nc3ccc(S(=O)(=O)N4CCC(C(=O)NC5CCCC5)CC4)cc3c(C(=O)O)c2C1 (centres undefined)	-1%	2%	4%
CCOC(=O)c1cccc(NC(=O)CCc2nc(-c3ccccc3F)no2)c1	?	23µM*	-2%
CCN(CC)CCNC(=O)c1nn(C)c2c1CS(=O)(=O)c1ccccc1-2	-10%	7%	5%
CC1CCN(S(=O)(=O)N2CCC(C(=O)NCCN3CCOCC3)CC2)CC1	-7%	-18%	-11%
O=C(NC1CCCCC1)C1CC(=O)N(CCc2ccccc2)C1 (centres undefined)	1%	-6%	2%
COc1ccccc1/C=C/C(=O)OCCN1C(=O)c2ccccc2C1=O	-8%	6%	/
Cc1ccc(C(=O)Nc2cc(Cl)ccc2-n2cncn2)o1	-14%	-2%	1%[0.505 µM]

Record cards (already shown).
Cc1[nH]n(CCC#N)c(=O)c1CC(=O)N1CCN(c2ccccc2)CC1 reads DT40 TDP1 no CPT = -9%; DT40 TDP1 CPT = -6%; TDP1 block = 1%
Cc1ccc(C(=O)Nc2cc(Cl)ccc2-n2cncn2)o1 reads DT40 TDP1 no CPT = -14%; DT40 TDP1 CPT = -2%; TDP1 block = 1%[0.505 µM]
CCOC(=O)c1cccc(NC(=O)CCc2nc(-c3ccccc3F)no2)c1 reads DT40 TDP1 no CPT = ?; DT40 TDP1 CPT = 23µM*; TDP1 block = -2%

Further results:
SMILES	DT40 TDP1 no CPT	DT40 TDP1 CPT	TDP1 block
CCCCn1nnnc1C1(C)CCC(=O)N1CC1CCCCC1 (centres undefined)	-19%	-17%	/
COc1ccc(-c2cc(C(=O)NCCc3ccccc3)no2)cc1OC	-14%	-23%	-7%
CC1CC(=O)Nc2ccccc2N1S(=O)(=O)c1cccc(F)c1 (centres undefined)	-7%	?	-1%
C=CCNc1nc(C(=O)OCC(=O)c2ccc(OC)cc2OC)cs1	3%	-3%	8%
CCCn1c2ccc(F)cc2c2nnc(SCCN(CC)CC)nc21	?	?	0%
COc1ccc(S(=O)(=O)N2CCCCC2)cc1NC(=O)C1CC1(Cl)Cl (centres undefined)	-24%	-20%	/
O=C1N[C@@H](Cc2ccccc2)COC(=O)[C@H](Cc2ccc(F)cc2)C/C=C\C[C@@H]1CC(=O)N(CCO)Cc1ccccc1	?	?	0%
COc1cc(CNC2CCC(C)C2)cc(OC)c1 (centres undefined)	-4%	-11%	-1%
CCCc1nc2c(s1)CCc1onc(-c3cccc([N+](=O)[O-])c3)c1-2	4%	32%[activator]	3%
O=C(COc1ccc(F)cc1)NCCc1nc2ccccc2[nH]1	-17%	0%	3%
Cc1nc(=S)c2ccccc2[nH]1	?	-23%	7%
Cc1ccc(S(=O)(=O)NC2=NCN(C(C)C)CN2)cc1	9%	9%	/
CCS(=O)(=O)N1CCC(NC(=O)c2cc(OC)cc(OC)c2)CC1	5%	0%	1%
CC(C)(C)c1ccc(C(=O)NCC(c2cccs2)S(=O)(=O)c2cccs2)cc1 (centres undefined)	?	?	0%
Cc1cccc(NC(=O)Cn2c(O)c(N=NC(N)=S)c3ccccc32)c1	15µM*	23µM*	/
CCOc1ccc(CCNC(=O)C(C)n2nc(C)c3c(C)n(-c4ccccc4)nc3c2=O)cc1 (centres undefined)	-13%	-22%	4%
CCOC(=O)C1CCN(C(=O)Nc2c(-c3ccccc3)noc2C)CC1	0%	12%	/
O=C1N=c2ccccc2=C1c1sc(NS(=O)(=O)Cc2ccccc2)nc1O	-25%	-14%	/
COc1ccccc1-c1cc(NC(C)=O)c2ncc(-c3cccc(C(F)(F)F)c3)n2c1	21µM*	23µM*	/
COc1ccc(C2=NN(C(=O)c3cccs3)C(c3ccccc3O)C2)cc1 (centres undefined)	?	?	0%
NS(=O)(=O)c1ccc(NC(=O)COC(=O)CCc2ccc(S(=O)(=O)N3CCOCC3)cc2)cc1	-1%	-4%	6%
CC1(C)Cc2c(cnn2-c2ccc(F)cc2)C(NC(=O)C2CCC2)C1 (centres undefined)	?	?	6%
CCn1c2ccccc2c2cc(/C=C3\C=Cc4ccccc43)ccc21	?	-20%	/
CCCCOc1cccc(NC(=O)CSc2nncn2C)c1	1%	-1%	1%
Cc1nn2c3ccccc3n(CCN3CCCCC3)c2nc1=O	-13%	-9%	0%
COC(=O)c1cc(OC)c(OCc2cc(C(=O)OC)oc2C)c(OC)c1	?	?	1%
Cc1nc(N)sc1C(=O)N1N=N1	-5%	15%	1%
O=C(CSc1cccc(C(F)(F)F)c1)NC(=O)NCc1ccco1	-17%	-16%	2%
Cn1c(=O)c2c(nc(NCCCN3CCOCC3)n2Cc2ccc(Cl)cc2)n(C)c1=O	-22%	-1%	3%
CCc1nnc(SCC(=O)Nc2ccc(N3CCOCC3)cc2)n1C	-22%	3%	2%
NS(=O)(=O)c1ccc(CCNC(=O)CC(c2ccccc2)c2ccccc2)cc1	-2%	-7%	/
O=C(COC(=O)c1ccc(O)cc1)Nc1ncc(Cl)cc1Cl	0%	-12%	4%
O=C(/C=C/c1ccc(Cl)cc1Cl)Nc1cccc(S(=O)(=O)NC2=NCCC2)c1	?	16µM*	5%
Cc1ccc(S(=O)(=O)N(C)c2ccc(OCC(=O)NCC3(N(C)C)CCCCC3)cc2)cc1	?	?	4%
Cc1c(CC(=O)NCCCC(=O)O)c(=O)oc2cc3c(cc12)CCC(C)(C)O3	?	?	/
c1ccc(-c2nnc3sc(-c4csc5c4CCCC5)nn23)cc1	?	21µM*	3%
COc1cc2[nH]c(=O)n(CCCC(=O)NCc3ccccc3Cl)c(=O)c2cc1OC	?	?	6%
CC(C)N1CCN(c2ccc(OC[C@H]3CO[C@](Cn4cncn4)(c4ccc(Cl)cc4Cl)O3)cc2)CC1	?	?	/
O=C(COC(=O)Cn1nnc2ccccc21)Nc1ccccc1Br	?	?	4%
CN(C(=O)COC(=O)c1cc(S(=O)(=O)N2CCOCC2)ccc1F)C1CCS(=O)(=O)C1 (centres undefined)	9%	-14%	2%[0.505 µM]
CC(=O)Oc1ccc(/C=N/NC(=O)c2ccc(N(C)S(=O)(=O)c3ccccc3)cc2)cc1	?	0%	/
COc1cc2c(cc1NC(=O)CCC(=O)O)oc1ccccc12	-19%	9%	/
Cc1cccc(N2CC(C(=O)Nc3nccs3)CC2=O)c1C (centres undefined)	-7%	-3%	/
O=c1[nH]c(/C=C/c2ccccc2F)nc2ccccc12	2.9µM*	2.9µM*	45µM*
c1cnc2ccc(C(c3nnnn3C3CCCC3)N3CCSCC3)cc2c1 (centres undefined)	-26%	-18%	7%
C[C@H](NC(=O)NCc1ccc(F)cc1)C(=O)O	2%	4%	1%
[N-]=[N+]=CC(=O)C(c1ccccc1)(c1ccccc1)c1ccccc1	?	3%	/
COc1cc(OC)c(OC)cc1/C=N/NC(=O)c1ccc2nc[nH]c2c1	-19%	-3%	7%
CCN1CCSc2ccc(C(=O)NC(C)c3ccccc3)cc21 (centres undefined)	23µM*	18µM*	6%
Cc1ccccc1OCC(=O)NCCNC(=O)c1ccncc1	-2%	-13%	/

Three entries from above, with values under each structure.
Below each SMILES – DT40 TDP1 no CPT | DT40 TDP1 CPT | TDP1 block
Cc1cccc(N2CC(C(=O)Nc3nccs3)CC2=O)c1C (centres undefined)
 : -7% | -3% | /
O=c1[nH]c(/C=C/c2ccccc2F)nc2ccccc12
 : 2.9µM* | 2.9µM* | 45µM*
c1cnc2ccc(C(c3nnnn3C3CCCC3)N3CCSCC3)cc2c1 (centres undefined)
 : -26% | -18% | 7%

More results
SMILES	DT40 TDP1 no CPT	DT40 TDP1 CPT	TDP1 block
CN(CC(=O)Nc1ccccc1F)CC(=O)Nc1ccccc1Br	-24%	-3%	0%
Cn1c(CO)cnc1SCC(=O)c1ccc(F)cc1	14%	2%	/
CCOc1ccc(NC(=S)NC(=O)/C=C/c2ccc(Br)cc2)c([N+](=O)[O-])c1	?	?	6%
CC(=O)NC1C(=O)N=C(SCc2ccccc2)NC1=O (centres undefined)	-6%	8%	8%
O=C(Nc1ccccc1F)c1ccc(Br)o1	-1%	-2%	3%[234 µM]
Fc1ccc(/C=C/c2nccc3ccccc23)cc1	14µM*	7.1µM*	/
CC(=O)Nc1ccc(S(=O)(=O)N[C@@H](C)C(=O)Nc2ccc(N3CCOCC3)cc2)cc1	-17%	-14%	0%
Cc1ccc(C(C)C)c(OCC(O)CN2CCN(CCO)CC2)c1 (centres undefined)	-8%	-16%	2%
COc1ccc(CCNC(=O)C2CC(=O)N(c3ccc(F)cc3)C2)cc1OC (centres undefined)	-5%	2%	6%
CCOC(=O)NC(=O)c1cn(-c2ccc(OC)cc2)c(=O)[nH]c1=O	4%	-1%	/
Cc1ccc(NC(=O)C2(C)CCN2C2Cc3ccccc3C2)cc1 (centres undefined)	?	?	/
